Screening results deposited in PubChem BioAssay by National Center for Advancing Translational Sciences (NCATS).
SNCA expr inh: SNCA gene expression inhibition; HEK-293 SNCA-luciferase knock-in, luminescence, 24 h; Potency, µM (doses to about 57.2 µM), for the others: at the top dose activity change, negative = inhibition, hits mostly inhibitors; 140,000 tested, 0.17% active;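 also: potency is read from the fitted curve at half-maximal effect; plate controls were DMSO cells for no effect and cell-free wells for full effect; nearly all actives have a fitted effect of over 45% in size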
HEK293 viab: reduces viability of HEK-293 SNCA reporter cells; HEK-293-SNCA-luc viability, GF-AFC fluorescence, 24 h; Potency, µM (doses to about 57.1 µM), without a hit: at the top dose activity change, negative = cytotoxicity, actives largely listed as cytotoxic; 150,000 tested, 0.12% active; AID 1671193;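 also: potency is read from the fitted curve at half-maximal effect; 0% = DMSO-treated cells and -100% = medium-only wells without cells; nearly all actives have a fitted effect of over 30% in size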
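Cytotoxicity counterscreen: after 24 h compound treatment of genome-edited SNCA-luciferase HEK-293 cells, live-cell protease substrate GF-AFC read by fluorescence after 30 min; activity scaled between DMSO (0%) and medium-only (-100%), curves Hill-fitted.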
NIH3T3 tox: cytotoxic compounds in NIH 3T3 cells. NIH 3T3 viability, CellTiter-Glo ATP luminescence, 48-72 h. Potency, µM (highest dose often 96.7 µM), inactives show at the highest dose activity change, negative = cytotoxicity, actives largely listed as inhibitors. 94,000 tested, 4.3% active. AID 1345082; also: potency is read from the fitted curve at half-maximal effect; nearly all actives have a fitted effect of over 55% in size
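Cytotoxicity is measured as loss of cellular ATP: NIH 3T3 cells (400/well) are exposed to compound for 48 or 72 hr at 37 °C, then CellTiter-Glo luminescence is imaged after 10 min at room temperature.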
GPT2 inh: GPT2 alanine aminotransferase inhibition. Q8TD30. AID 1671188. Potency, µM (titrated, usually from 57.7 µM), for the others: top-dose activity change, negative = inhibition, actives largely listed as inhibitors. 100,000 tested, 0.25% active. Recombinant GPT2, coupled pyruvate oxidase/HRP Amplex Red fluorescence; also: potency is read from the fitted curve at half-maximal effect; nearly all actives have a fitted effect of over 60% in size; many of its hits are not listed in these tables
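Fluorescence of coupled pyruvate oxidase/HRP/Amplex Red system (50uM Amplex, 30 min, dark) reports pyruvate formed by GPT2. Enzyme reaction: 10ng/uL GPT2, 2mM L-alanine, 250uM a-KG, 30 min room temperature, pH 7.5; 50uM AOA control.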
IP6K1 inhibitor: IP6K1 kinase inhibition; Q92551; IP6K1 kinase, ADP-Glo luminescence, 2 h; hits give low values; activity change, % (series mostly up to about 58 µM); 140,000 tested, 0.81% active; in the data active = activity change below about -25%
Target sequence (Q92551 whole entry, looked up): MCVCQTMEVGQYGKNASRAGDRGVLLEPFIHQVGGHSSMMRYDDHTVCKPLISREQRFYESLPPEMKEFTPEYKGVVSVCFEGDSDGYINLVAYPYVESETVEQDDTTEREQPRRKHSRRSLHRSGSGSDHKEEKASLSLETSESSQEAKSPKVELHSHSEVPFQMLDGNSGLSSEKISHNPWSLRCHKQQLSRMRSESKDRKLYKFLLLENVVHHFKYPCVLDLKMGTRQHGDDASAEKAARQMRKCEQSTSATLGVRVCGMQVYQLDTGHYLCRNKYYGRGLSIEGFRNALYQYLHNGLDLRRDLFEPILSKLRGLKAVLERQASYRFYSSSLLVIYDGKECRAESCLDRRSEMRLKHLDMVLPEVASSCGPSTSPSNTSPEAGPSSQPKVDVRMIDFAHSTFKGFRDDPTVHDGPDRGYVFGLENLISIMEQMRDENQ
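ADP-Glo luminescence measures ADP made by human IP6K1 during a 2 h RT reaction with ATP/IP6 (mix at 1.3 mM/130 uM); top library doses 57.5 and 19.1 uM final.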
HEK293 tox: HEK 293 cell cytotoxicity. 94,000 tested, 6.6% active. HEK 293 viability, ATP luminescence (CellTiter-Glo), 48-72 h. Potency, µM (doses to about 115 µM), for the others: at the top dose activity change, negative = cytotoxicity, actives largely listed as inhibitors; also: potency is read from the fitted curve at half-maximal effect; nearly all actives have a fitted effect of over 60% in size
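CellTiter-Glo luminescence (cellular ATP) was read after 48 or 72 hr of compound exposure at 37 degree Celsius. Cells were HEK 293 plated at 250 cells/well.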
FLuc inh: inhibitors of firefly (Photinus pyralis) luciferase | purified P. pyralis luciferase, luminescence, biochemical | Potency, µM (top dose mostly 115 µM), without a hit: at the highest dose activity change, negative = inhibition, actives largely listed as inhibitors | 76,000 tested, 2.5% active; also: potency is read from the fitted curve at half-maximal effect; nearly all actives have a fitted effect of over 65% in size
Target sequence (P08659 whole entry, looked up): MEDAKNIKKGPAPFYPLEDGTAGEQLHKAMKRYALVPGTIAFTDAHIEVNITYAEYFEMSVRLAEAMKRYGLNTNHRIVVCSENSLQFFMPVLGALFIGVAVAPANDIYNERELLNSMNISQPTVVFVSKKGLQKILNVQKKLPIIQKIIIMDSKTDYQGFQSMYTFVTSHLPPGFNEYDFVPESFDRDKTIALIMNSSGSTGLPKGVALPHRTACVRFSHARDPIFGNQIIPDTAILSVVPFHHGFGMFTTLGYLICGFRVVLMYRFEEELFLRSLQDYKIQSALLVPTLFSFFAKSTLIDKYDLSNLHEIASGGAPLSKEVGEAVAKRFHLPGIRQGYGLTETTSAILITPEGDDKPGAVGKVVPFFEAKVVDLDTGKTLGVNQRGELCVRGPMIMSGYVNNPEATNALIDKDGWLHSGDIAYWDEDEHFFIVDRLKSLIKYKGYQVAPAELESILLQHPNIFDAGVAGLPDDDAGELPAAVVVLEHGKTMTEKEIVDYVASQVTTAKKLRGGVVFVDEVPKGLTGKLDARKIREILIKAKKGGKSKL
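Purified 10nM P. pyralis luciferase with 10uM D-luciferin and 10uM ATP in 50mM Tris acetate pH 7.5, 10mM Mg acetate, 0.01% Tween-20, 0.05% BSA. qHTS titration; luminescence read by CCD imager.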
The depositor's hits bear a star; i = inactive; ? = inconclusive; · = not tested or not shown; [ ] = remark or other dose. Unless noted, calls follow the shape of the dose curve; as a rule, active = well fitted curve in the direction sought with a large enough effect; inconclusive = small, poorly fitted or top-dose-only effect, or another doubt; inactive = no such curve, though single readings can be large; an effect the other way counts as inactive or inconclusive. Unless noted, % is scaled to controls: 0 for no effect and ±100 for the full control effect.

Order of results: SNCA expr inh	HEK293 viab	NIH3T3 tox	GPT2 inh	IP6K1 inhibitor	HEK293 tox	FLuc inh
> COc1cc(Cl)ccc1C(=O)N(C)C1CCc2nnc(C)n2CC1 (centres undefined)
→ -2.2%	6.3%	-10.1%	-10.0%	3.1	-6.3%	2.6%
> CN1CC2(CCN(C(=O)c3ccccc3-c3nn[nH]n3)CC2)CC1C(=O)O (centres undefined)
→ 9.0%	2.4%	-6.4%	0.2%[11.5 µM]	-38.0*	-15.6%	0.9%
> NCC(=O)N1Cc2ccccc2CC12CCCN(C(=O)c1ccccc1)C2 (centres undefined)
→ 13.7%	-15.5%	i	-9.3%	-8.9	-4.0%	·
> Cc1cc(C)c(S(=O)(=O)NCCn2c(C)cnc2C2CCC2)cc1C
→ -12.2%	-9.1%	-21.1%	i	-9.2	?	5.6%
> O=C(NCc1ccc(Cl)cc1)c1cc(-c2ccc(Cl)cc2Cl)c2nncn2n1
→ -0.7%	-11.8%[12.5 µM]	35.5µM*	1.9%	4.4	?	·
> CCOc1cc(-c2ccc(OC(=O)c3ccccc3Cl)c(OC)c2)cc(=O)c2c(C)oc(C)c12
→ 4.2%	-7.9%	·	·	-19.5	·	·
> CN(CCc1ccccn1)[C@@H]1[C@H](O)[C@H](CO)O[C@@H]1CNS(=O)(=O)c1cccs1
→ -0.7%	1.7%	i	4.2%	-0.4	3.5%	-5.7%
> COCCNC(=O)N1CCC(OC2CCN(Cc3ccccc3)CC2)CC1
→ 21.8%	-3.2%	-6.5%	-1.5%	0.1	0.4%	2.0%
> CCn1nccc1C(=O)N1CCC2(CC1)CC(N(Cc1ccc(F)cc1)C1CC1)CCO2 (centres undefined)
→ -20.7%	-2.8%	?	3.1%	6.3	39.8µM*	12.8%
> Cc1nc(SC(C)C(=O)Nc2ccccc2Cl)cc(-c2ccccc2)n1 (centres undefined)
→ -6.7%	5.4%	·	·	-12.2	·	·
> COc1ccc(-c2noc([C@@H]3Cc4nc[nH]c4CN3Cc3ccccc3)n2)cc1
→ ?	-21.5%[87.6 µM]	?	-24.4%[88.5 µM]	6.9	?	?
> CS(=O)(=O)N1C[C@@H](C(=O)Nc2ccc(N3CCOCC3)cc2)[C@H](c2ccncc2)C1
→ 8.2%	-1.9%	-5.3%	1.1%	-6.4	-13.1%	6.8%
> CCNC(=O)N[C@H]1CC[C@]2(C)CC[C@@H]([C@H](C)C(=O)NCc3ccco3)[C@H](O)[C@H]2[C@@H]1C
→ -17.8%[87.6 µM]	-0.7%[87.6 µM]	-6.1%[174 µM]	i	23.8	i	-2.5%[172 µM]
> COc1ccc(NC(=O)Cn2ncc3c4ccccc4n(Cc4ccccc4)c3c2=O)cc1OC
→ 12.6%	-10.9%	·	·	3.8	·	·
> COc1ccc(-c2onc(C)c2C(=O)NCCOc2ccccc2)cc1
→ -2.4%	-4.9%	-16.5%	3.6%	25.5	?	-11.4%
> CC1CCN(S(=O)(=O)c2ccc3c(c2)N(CC(=O)NCCCN2CCCCC2C)C(=O)CS3)CC1 (centres undefined)
→ 5.2%	-11.0%	·	·	17.4	·	·
> CCCn1c2ccccc2c2cnn(CC(=O)NCCCN3CCCCC3CC)c(=O)c21 (centres undefined)
→ -4.7%	4.8%	·	·	-6.1	·	·
> C[C@@H](NC(=O)C1=C[C@@H](NC(=O)Nc2ccccc2Br)[C@@H](O)[C@H](O)C1)C(N)=O
→ 27.5%	4.5%	1.2%	-27.3%	-7.0	i	1.9%
> COc1cc([C@@H]2Nc3c(F)cccc3[C@@H]3C=CC[C@@H]32)cc(Br)c1OC
→ -13.6%	-3.6%	·	·	16.9	·	·
> CCc1cccc2c(C(CC(=O)NC(C)CC)c3ccc(OC)c(OC)c3)c[nH]c12 (centres undefined)
→ -9.0%	?	-36.1%	i	-15.8	-25.4%	-9.4%
> O=C(NCc1cccnc1)c1ccc2oc(-c3ccc(C(F)(F)F)cc3)nc2c1
→ 39.7%[activator]	7.1%	?	i	8.5	11.2µM*	-15.4%
> CNC(=O)[C@@H]1CN(C(=O)c2cc(C)n(CCOC)c2C)C[C@H]1CO
→ -27.0%	-2.9%	-11.0%	i	3.4	-3.7%	-10.7%
> COc1ccccc1Cc1nc2ccccc2nc1SCC(=O)N1CCCCC1
→ 49.9%[activator]	-23.0%	·	·	-0.3	·	·
> O=C(O)[C@@H]1CN(C(=O)CCn2ccc(=O)[nH]c2=O)C[C@H]1c1cccc(F)c1
→ -8.5%	1.2%	-15.3%	i	12.0	-1.0%	-0.9%
> CSCCC(NS(=O)(=O)c1cccs1)C(=O)Nc1ccc(C)c(Cl)c1 (centres undefined)
→ -7.5%	-13.1%	·	·	15.1	·	·
> COc1ccc(CN2CC3(CCN(C(=O)Cn4c(=O)oc5ccccc54)CC3)C2=O)cc1
→ 9.1%	-3.5%	-25.1%	0.8%	5.7	?	-8.4%
> O=C(Nc1ccccc1F)C1CCN(C(=O)c2ncn3c2COC(c2ccc(F)cc2)C3)CC1 (centres undefined)
→ 2.6%	-14.1%	i	-0.4%	-4.3	-0.5%	?
> Cc1ccc(C(=O)N2CCCC3(COc4ccccc4C(=O)N3)C2)cc1 (centres undefined)
→ -5.2%[87.6 µM]	-6.5%[87.6 µM]	?	i	6.2	63.1µM*	11.7%[172 µM]
> COc1cc(=O)n2c(c1C(=O)Nc1ccccc1F)CCCC2
→ -11.4%	5.5%	i	i	-17.2	-6.3%	6.4%
> O=C(COc1ccc(Cl)cc1)Nc1ccc(C(=O)OCc2cc(=O)n3ccsc3n2)cc1
→ 4.8%	-3.2%	·	·	21.2	·	·
> N#Cc1ccc(O[C@@H]2CCOC[C@H]2NC(=O)CN2CCOC2=O)cc1
→ -33.9%	-17.2%	-0.8%	?	22.4	-0.8%	-1.8%
> Cc1nn(CC(=O)N2CCCCCC2)c(=O)c2nc(C(C)C)sc12
→ -0.2%	1.4%	?	i	10.2	-14.1%	-9.8%
> CC(C)c1ccc(NC(=O)CCS(=O)(=O)c2ccc3c(c2)CC(=O)N3C)cc1
→ -6.2%	-8.9%	·	·	6.9	·	·
> COC(=O)c1cccnc1-n1c(=O)c2cccnc2n(CC(=O)Nc2ccc(C)cc2C)c1=O
→ 0.3%	-11.2%	·	·	16.1	·	·
> CCC1(N2CCN(S(=O)(=O)c3ccc(C(F)(F)F)cc3)CC2)CCN(C(=O)NC)C1 (centres undefined)
→ -22.5%	?	?	i	-5.3	-16.1%	1.3%
> COCCNC(=O)C(NC(=O)c1ccc(OC)cc1)C1CCN(C(=O)c2cccc(C)c2)CC1 (centres undefined)
→ -24.3%	-4.7%	-3.9%	-3.3%	-8.5	-2.3%	-1.0%
> COc1ccc(C)cc1NC(=O)CN1C(=O)C(c2ccccc2)=NC12CCCC2
→ 7.5%	-7.2%[12.5 µM]	-29.5%	-13.5%	21.2	?	-7.6%
> O=C(Nc1ccc(Cl)cc1)c1cnn2c1NC(c1ccccc1)=CC2c1ccccc1 (centres undefined)
→ ?	?	·	·	3.6	·	·
> CCCOc1ccc(C(=O)Nc2cc(-c3nc4ccccc4[nH]3)ccc2C)cc1
→ 8.9%	-6.3%	·	·	13.8	·	·
> COc1ccc2c(c1)OCC(C(=O)NCc1cc3cc(OC)ccc3[nH]1)C2 (centres undefined)
→ 6.4%	-0.8%	?	?	16.1	?	-11.0%
> COc1ccc(C(=O)NC[C@H]2O[C@@H](CO)[C@@H](O)[C@H]2N2CCc3ccccc3C2)cc1
→ -1.6%	-3.7%	-13.4%	i	-4.9	-17.1%	10.0%
> COCCNc1nc2cc(-c3nc(-c4cccnn4)no3)ccc2n1C
→ ?	3.5%	-19.6%	?	13.7	-7.4%	?
> COc1ccccc1C(=O)Nc1c(C(=O)N2CCN(c3ccccc3F)CC2)oc2ccccc12
→ -7.6%	-21.9%	·	·	15.4	·	·
> Cn1c(CO)nnc1C1CCN(c2ncncc2C(=O)O)CC1
→ -1.0%	8.6%	-2.8%	2.6%	-3.1	-10.9%	-6.0%
> O=C1[C@@H]2C[C@@H](CN2C(=O)c2cccnc2)Oc2ccccc2N1Cc1ccc(OC(F)(F)F)cc1
→ -1.9%	-4.5%	-20.3%	2.5%	17.0	?	2.7%
> O=C(NC[C@H]1O[C@H](Cc2cc(-c3ccccc3)on2)CC[C@@H]1O)C1CCC1
→ 31.7%[87.6 µM]	-5.6%[87.6 µM]	-24.2%[174 µM]	-12.1%[88.5 µM]	-1.9	?	13.0%[172 µM]
> COc1ccc(CCNC(=O)C2(C)CCOCC2)cc1
→ -18.6%[87.6 µM]	8.5%[87.6 µM]	-5.7%[138 µM]	-10.1%[88.5 µM]	-0.3	i	·
> C=CC(=O)Nc1cc(-n2c(=O)ccc3cnc4ccc(-c5ccc(NS(C)(=O)=O)cc5)cc4c32)ccc1C
→ ·	-39.2%	·	3.5%	-13.9	·	·
> COC(=O)C(C)NC(=O)N1CCN(c2nnc(C)c3c(C)n(-c4ccc(Cl)cc4)nc23)CC1 (centres undefined)
→ -1.1%	-5.6%	·	·	1.8	·	·
> COc1cccc(C(=O)NC2CCN(C(=O)c3ccc(-c4ccc(OC)nn4)cc3)C2)c1 (centres undefined)
→ ·	·	-10.8%	·	3.4	-2.3%	·
> Cc1ccc(S(=O)(=O)NC[C@H]2O[C@@H](CO)[C@@H](O)[C@H]2N2CCN(c3ccc(F)cc3)CC2)cc1
→ -22.4%	2.7%	-16.5%	-6.5%	-11.1	?	-1.1%
> Cc1noc(-c2cn(C3CCN(C(=O)c4cccc(C(F)(F)F)c4)C3)nn2)n1 (centres undefined)
→ -17.7%	-10.2%	i	i	4.1	-1.5%	20.4%
> c1cc(-c2cc3c(ccn3Cc3ccncc3)c(N3CCOCC3)n2)c2cn[nH]c2c1
→ -14.4%[87.6 µM]	-22.7%[87.6 µM]	14.1µM*	i	8.8	89.1µM*	10.8%[172 µM]
> O=C(CSc1nnc(-c2cccc(F)c2)c(-c2cccc(F)c2)n1)NC1CCCCC1
→ 75.7%[activator]	6.8%	·	·	-18.1	·	·

3 compounds from above, arranged by number of heavy atoms, high to low:
Order of results: SNCA expr inh	HEK293 viab	NIH3T3 tox	GPT2 inh	IP6K1 inhibitor	HEK293 tox	FLuc inh
> O=C1[C@@H]2C[C@@H](CN2C(=O)c2cccnc2)Oc2ccccc2N1Cc1ccc(OC(F)(F)F)cc1
→ -1.9%	-4.5%	-20.3%	2.5%	17.0	?	2.7%
> O=C(COc1ccc(Cl)cc1)Nc1ccc(C(=O)OCc2cc(=O)n3ccsc3n2)cc1
→ 4.8%	-3.2%	·	·	21.2	·	·
> COc1ccc(C(=O)NC[C@H]2O[C@@H](CO)[C@@H](O)[C@H]2N2CCc3ccccc3C2)cc1
→ -1.6%	-3.7%	-13.4%	i	-4.9	-17.1%	10.0%
